# Compound activity deposited in PubChem by National Center for Advancing Translational Sciences (NCATS).
# Eya2 inh = qHTS Assay for Inhibitors of the Phosphatase Activity of Eya2 | Potency, µM (top dose mostly 76.9 µM), without a hit: at the highest dose activity, negative = inhibition, usual class: inhibitors | Protein phosphatase EYA2 (Homo sapiens), O00167 | actives 0.006% (n = 330,000) | recombinant Eya2, OMFP fluorescence dephosphorylation (OMFP is methylfluorescein phosphate); further: potency means the concentration at half of the fitted maximal effect; on the % scale 0 is the no-effect control and ±100 the full control effect
# Target sequence (O00167 whole entry, looked up): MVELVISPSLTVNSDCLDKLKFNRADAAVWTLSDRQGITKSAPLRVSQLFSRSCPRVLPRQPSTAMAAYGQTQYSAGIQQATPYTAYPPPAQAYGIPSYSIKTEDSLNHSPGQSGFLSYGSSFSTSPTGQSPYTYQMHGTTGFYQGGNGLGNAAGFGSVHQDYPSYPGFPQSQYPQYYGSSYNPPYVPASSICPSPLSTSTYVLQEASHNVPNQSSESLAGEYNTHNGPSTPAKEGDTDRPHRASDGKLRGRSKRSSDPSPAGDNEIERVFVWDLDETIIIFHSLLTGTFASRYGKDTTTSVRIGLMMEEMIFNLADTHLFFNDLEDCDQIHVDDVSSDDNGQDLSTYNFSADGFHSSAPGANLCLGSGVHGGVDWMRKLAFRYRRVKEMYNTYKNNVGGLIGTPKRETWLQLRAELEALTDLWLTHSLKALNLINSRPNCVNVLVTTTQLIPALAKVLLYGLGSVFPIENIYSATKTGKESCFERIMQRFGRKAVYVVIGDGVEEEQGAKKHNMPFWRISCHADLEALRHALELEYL
#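 Eya2 protein (added as 0.2 uM solution) was preincubated with compound for 10 min at ambient temperature in 50 mM HEPES pH 7.5, 50 mM NaCl, 5 uM MgCl2, 0.05% BSA, 1 mM DTT. OMFP (added at 50 uM) then reacted 10 min; fluorescence read at 485/525 nm.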
# BCR signal inh = qHTS Assay to Find Inhibitors of Chronic Active B-Cell Receptor Signaling; ABC-DLBCL IkBa-CBG/CBR reporter, luminescence ratio, 4 h; Potency, µM (series often up to 46.1 µM), without a hit: top-dose ratio change, negative = lower green/red ratio, most hits filed as inhibitors; actives 0.05% (n = 340,000); AID 493014, 2011; active means well fitted inhibition curve with a large enough effect in the signal ratio, with a control signal flat, not every such curve was filed as active; inconclusive means small, poorly fitted or top-dose-only effect, or effect the other way, or a change in a side signal; the % refers to the signal ratio;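 further: potency means the concentration at half of the fitted maximal effect; plate controls were basal doxycycline-induced cells for no effect and cells given 10 µM MG132 for full effect; MG132 reads +100%, hits lower the ratio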
#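 TMD8 human ABC-DLBCL cells with doxycycline-inducible IκBα–green luciferase fusion and unfused red luciferase, in 0.5% FBS medium; compounds up to 46 uM, 4 h at 37C. Green/red luminescence ratio, filter-overlap corrected, fitted to concentration-response curves.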
# S-ASM inh = Inhibitors of Secretory Acid Sphingomyelinase (S-ASM): qHTS; Potency, µM (titrated, usually from 57.5 µM), for inactives: top-dose activity change, negative = inhibition, hits mostly inhibitors; actives 0.006% (n = 340,000); placental ASM, HMU-PC fluorogenic substrate, 60 min; further: potency means the concentration at half of the fitted maximal effect
#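 Steps: dispense placental human ASM, pin compound, wait 10 min at room temperature, add HMU-PC0 substrate at 9 uM final, incubate 60 min at 37 °C, add stop solution raising pH to 10, read fluorescence.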
# AT treatment = qHTS Assay for Identifying a Potential Treatment of Ataxia-Telangiectasia; […] A-T fibroblasts, KAP-1 phosphorylation AlphaLISA; neocarzinostatin DNA damage 30 min before lysis; Potency, µM (top dose mostly 57.5 µM), for inactives: at the highest dose activation, usual class: activators; actives 0.19% (n = 320,000); AID 485349, 2010; further: potency means the concentration at half of the fitted maximal effect; % of control where 0% means no effect; nearly all actives have a fitted effect of over 45% in size
#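 hTERT-immortalized A-T patient fibroblasts ([…]), 500 cells/well in OPTI-MEM, 1% FBS, got compounds for 60 min, then NCS for 30 min at 37C. Lysates were then assayed for phospho-KAP-1 by AlphaLISA (anti-pKAP1 donor, anti-KAP1 acceptor beads), 6 hr at 25C.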
# Mito fusion act = qHTS Assay for Small Molecule Inhibitors of Mitochondrial Division or Activators of Mitochondrial Fusion. S. cerevisiae fusion-defective mutant growth rescue, CellTiterGlo 48 h. Potency, µM (top dose mostly 46.1 µM), without a hit: top-dose growth rescue (activation), usual class: activators. actives 0.23% (n = 320,000). AID 485298, 2010;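 further: potency means the concentration at half of the fitted maximal effect; % of control where 0% means no effect; nearly all actives have a fitted effect of over 45% in size; temperature-sensitive fusion mutants such as fzo1-1 at 37 °C on non-fermentable ethanol glycerol medium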
#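 Yeast fusion mutant, YPEG (non-fermentable carbon), compound, 48 h at 37C non-permissive; CellTiterGlo added, 10 min RT, luminescence read. Rescued growth = division inhibition.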
# Integrin act MD = qHTS for Activators of Integrin-Mediated Alleviation for Muscular Dystrophy | alpha7betagal myoblasts, beta-gal FDG fluorescence, 48 h | Potency, µM (top dose mostly 38.3 µM), for the others: top-dose activation, most hits filed as activators | actives 0.064% (n = 350,000) | AID 624291, 2012;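 further: potency means the concentration at half of the fitted maximal effect; 100% = response of the positive control SU9516; nearly all actives have a fitted effect of over 60% in size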
#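 alpha7betagal+/- myoblasts (passage 13, 250/well) treated 48 h at 37C with compounds at 1:260 dilution of DMSO stock. Lysed, then beta-galactosidase activity read as FDG fluorescence (ex 480/em 540) after 30 min, with pre-read for autofluorescence.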
# TSHR antagonist = Antagonists of the Thyroid Stimulating Hormone Receptor: HTS campaign. Thyrotropin receptor (Homo sapiens), P16473. TSHR-expressing cells, TSH-stimulated cAMP HTRF, 2 h; stronger effect = lower value. activity change, negative = inhibition, % at 11.5 µM. actives 0.2% (n = 330,000);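 active means activity change below a set negative limit, meaning inhibition stronger than a set level, cut at about -70% in these data; inconclusive means activity change between two set negative limits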; further: on the % scale 0 is the no-effect control and ±100 the full control effect
#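 Freshly harvested TSHR cells receive pin-tooled compound, then EC80 TSH at 4nM final. After 2 hours at 37 deg C, antibody in lysis buffer and cAMP-d2 are added; 30 minutes at ambient temperature precede the HTRF read.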
# TCR activator = Activators of T cell receptors: qHTS campaign | primary human leukocytes, anti-CD3, IL-2 HTRF, 48 h | 330,000 tested, under 10 active | Potency, µM (top dose mostly 9.22 µM), for the others: top-dose activation of IL-2 secretion, usual class: activators; further: % of control where 0% means no effect
#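 Primary human leukocytes were stimulated with a-CD3 beads plus compounds for 48 hr without co-stimulation; secreted IL-2 was quantified by HTRF using a-IL-2-K (europium cryptate) and a-IL-2-d2, excited at 320nm with acceptor emission read at 665nm.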
# PTAP TSG101 blk = qHTS Assay for Iinhibitors of HIV-1 Budding by Blocking the Interaction of PTAP/TSG101; 340,000 tested, under 10 active; Potency, µM (top dose mostly 115 µM), inactives show at the top dose activity change, negative = inhibition, usual class: inhibitors; Fluorescence polarization, FITC-PTAP peptide / Tsg101 binding; active means well fitted inhibition curve with a large enough effect in the main read-out, with a control signal flat, not every such curve was filed as active; inconclusive means small, poorly fitted or top-dose-only effect, or effect the other way, or a change in a side signal; inactive means no such curve, though single readings can be large or run the other way; further: potency means the concentration at half of the fitted maximal effect; % of control where 0% means no effect
# Target sequence (Q99816 whole entry, looked up): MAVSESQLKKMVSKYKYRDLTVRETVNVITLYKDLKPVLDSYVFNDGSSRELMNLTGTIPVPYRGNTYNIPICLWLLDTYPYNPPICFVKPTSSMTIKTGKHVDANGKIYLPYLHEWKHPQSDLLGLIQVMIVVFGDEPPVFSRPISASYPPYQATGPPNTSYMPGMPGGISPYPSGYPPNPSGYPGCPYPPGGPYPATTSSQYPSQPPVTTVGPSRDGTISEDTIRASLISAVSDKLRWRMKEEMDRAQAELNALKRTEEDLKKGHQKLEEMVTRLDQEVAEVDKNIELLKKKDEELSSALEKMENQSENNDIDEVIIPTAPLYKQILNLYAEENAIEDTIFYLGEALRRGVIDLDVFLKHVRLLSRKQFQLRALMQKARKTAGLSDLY
#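 Fluorescence polarization binding of Tsg101 binding domain (10 uM final) to FITC-labeled PTAP peptide (50 nM final) in HEPES pH 7.5 buffer with NaCl, Tween 20, EDTA, TCEP. Compounds added before peptide; binding 20 min at RT.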
# ELG1 repair inh = qHTS screen for small molecules that inhibit ELG1-dependent DNA repair in human embryonic kidney (HEK293T) cells expressing luciferase-tagged ELG1; HEK293T ELG1-luciferase reporter, luminescence, 16 h; DNA damage induced by 5-fluorouridine; Potency, µM (doses to about 46.1 µM), inactives show at the highest dose activity change, negative = inhibition, actives largely listed as inhibitors; actives 2.3% (n = 330,000); further: potency means the concentration at half of the fitted maximal effect; on the % scale 0 is the no-effect control and ±100 the full control effect; nearly all actives have a fitted effect of over 55% in size
#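 In this reporter screen, reduction of luminescence relative to DMSO vehicle indicated activity. Compounds and 5-fluorouridine were added together to 2,000 cells per well, incubated for 16 hr at 37 °C, then developed with ONE-Glo.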
# Tb PFK inh = qHTS Assay to Find Inhibitors of T. brucei phosphofructokinase | ATP-dependent 6-phosphofructokinase (Trypanosoma brucei brucei), O15648 | T. brucei PFK, ADP-Glo luminescence | Potency, µM (top dose mostly 57.5 µM), for the others: at the top dose activity, negative = inhibition, hits mostly inhibitors | actives 0.17% (n = 330,000);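 further: potency means the concentration at half of the fitted maximal effect; 0% = uninhibited 1x PFK enzyme wells and -100% = no-enzyme wells; nearly all actives have a fitted effect of over 60% in size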
#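 1.25 nM PFK with 0.5 mM F6P and 0.1 mM ATP in 0.1 M TEA pH 8.0, 5 mM MgCl2, incubated 45 min at room temperature; ADP measured by ADP-Glo luminescence; compounds titrated up to 57 uM.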
# An asterisk follows results filed as active; u = inconclusive; x = not tested or not shown; [ ] = dose if it differs, or a comment. Unless noted, the call rests on the fitted dose curve; in most records, active means well fitted curve in the direction sought with a large enough effect; inconclusive means small, poorly fitted or top-dose-only effect, or another doubt; inactive means no such curve, though single readings can be large; an effect the other way counts as inactive or inconclusive.
SMILES	Eya2 inh	BCR signal inh	S-ASM inh	AT treatment	Mito fusion act	Integrin act MD	TSHR antagonist	TCR activator	PTAP TSG101 blk	ELG1 repair inh	Tb PFK inh
Cn1c(=O)[nH]c(=O)c2c1nc(Br)n2CCSc1ncccn1	-14%	0%	4%	4%	1%	-27%	7	-6%	-6%	16%	-2%
Cn1c(=O)nc2n(Cc3ccccc3)c3cccc(Cl)c3cc-2c1=O	0%	4%	155%[activator]	-1%	18%	3%	14	2%[46.1 µM]	0%	14%	0%
COc1ccc(CN(C(=O)c2ccc(C)cc2)C2CCS(=O)(=O)C2)cc1 (centres undefined)	3%	2%	5%	-4%	13%	-29%	-7	1%	-8%	0%	-2%
Cc1cc(C)c(NC(=O)C2CCCN2CCO)c(C)c1 (centres undefined)	-8%	4%	0%	0%	5%	8%	0	-10%	-9%	-9%	4%
O=C(CCc1ccc(S(=O)(=O)N2CCOCC2)cc1)Nc1ccccc1F	-12%	3%	1%	4%	x	-19%	x	x	-4%	0%	3%
Cc1ccc(C2C3=C(CC(C)(C)CC3=O)N=C3c4ccccc4C(=O)C32)cc1 (centres undefined)	-7%	5%	-14%	-6%	13%	15%	9	-2%[46.1 µM]	-2%	u	3%
COc1ccccc1CC1(C)NC(=O)N(CC(=O)Nc2cc(C)on2)C1=O (centres undefined)	1%	7%	0%	3%	-2%	20%	0	-3%	-4%	9%	-11%
Cc1ccc(Nc2cc(C)nc3ccc(C)cc23)cc1	2%	u	-7%	5%	2%	u	-96*	3%	-3%	8.2µM*	-3%
COc1ccc2[nH]c3c(NCc4ccco4)ncnc3c2c1	-6%	u	6%	-1%	-8%	12%[7.66 µM]	-23	x	-7%	u	-7%
CNC(=O)CN(c1cc(C)ccc1C)S(C)(=O)=O	-3%	4%	4%	5%	2%	3%	6	4%	-8%	-6%	-9%
Cc1cccc(N2CCN(C(=O)c3ccc4nc(-c5ccco5)c(-c5ccco5)nc4c3)CC2C)c1 (centres undefined)	-18%	u	112%[activator]	-2%	0%	-7%	-17	1%	1%	u	-3%
CCOC(=O)C1CCN(Cc2nnc(-c3cccc(Br)c3)o2)CC1	-25%	-7%	1%	6%	2%	-38%	-12	-3%	-1%	-8%	-2%
CC(=O)Nc1ccc(CN2CCCC(C(=O)c3ccc(C(F)(F)F)cc3)C2)cc1 (centres undefined)	-5%	-2%	-2%	-2%	-11%	-12%	17	x	-4%	-18%	1%
Cc1cc(Cl)c(OCCOCCN2CCCC(C)C2)c(Br)c1 (centres undefined)	-2%	-2%	8%	7%	-7%	-65%[inhibitor]	8	x	-2%	-12%	-1%
Cc1ccc2c(c1)c1c(n2CC(O)CN2CCOCC2)CCCC1 (centres undefined)	1%	1%	x	8%	-4%	x	-9	x	x	1%	1%
Cc1cccc(Cc2nnc(CCC(=O)N3CCCC(CN4CCOCC4)C3)o2)c1 (centres undefined)	-7%	10%	2%	-2%	-1%	-2%	-6	1%	-1%	5%	0%
CCC(=O)N1CCN(c2ccc(NC(=O)c3ccc(Br)o3)cc2)CC1	4%	4%	7%	6%	0%	u	5	3%[46.1 µM]	-4%	u	2%
COc1ccc(C(C(=O)NC2CCCCC2)N(C(=O)Cc2c[nH]c3ccccc23)c2ccccc2)cc1OC (centres undefined)	-6%	-10%	-6%	3%	4%	19%	6	-6%[46.1 µM]	2%	u	-4%
CCS(=O)(=O)N1CCc2nc(-c3ccccc3)sc2C1	1%	u	-2%	9%	0%	10%	0	0%	-2%	u	-4%
CC(C)CCn1c(=O)c2ccccc2n2c(CCC(=O)NC3CCN(Cc4ccccc4)CC3)nnc12	u	9%	0%	-6%	-6%	u	-12	-1%	-2%	2%	0%

SMILES	Eya2 inh	BCR signal inh	S-ASM inh	AT treatment	Mito fusion act	Integrin act MD	TSHR antagonist	TCR activator	PTAP TSG101 blk	ELG1 repair inh	Tb PFK inh
Cc1ccc2[nH]c(CCN(C)C)c(CC#N)c2c1	-4%	u	-1%	-4%	-7%	-18%	-5	1%	-1%	-5%	-13%
CCC(C)NCC(=O)Nc1cc(S(=O)(=O)N(CC)c2ccccc2)ccc1Cl (centres undefined)	-5%	5%	-1%	12%	5%	-29%	-3	0%[46.1 µM]	-2%	-12%	4%
CCn1c(SCC(=O)Nc2cc(C)nn2-c2ccccc2)nnc1-c1cccs1	-1%	9%	-2%	-19%	-1%	-2%	-1	3%	0%	-23%	-1%
Cc1ccc2c(c1)nnn2C1CCN(CC(=O)c2ccc(Cl)cc2)CC1	18%	0%	-3%	-4%	-2%	8%	-15	5%	1%	-6%	2%
Cc1c(C(=O)N(C)C)c2cc(Cl)ccc2n1O	11%	-1%	5%	10%	-3%	1%	7	1%[46.1 µM]	-7%	-1%	-5%
CCOC(=O)CNC(=O)CSc1nccn1Cc1ccco1	6%	-4%	-1%	4%	-3%	-2%	-5	x	-3%	-1%	-2%
Cc1onc(-c2ccccc2Cl)c1C(=O)Nc1ccc(Br)cc1	-10%	15%	-8%	-2%	14%	-2%	-7	2%	-5%	-2%	-7%
O=c1oc(-c2cccs2)nc2c1cnn2-c1ccccc1	2%[15.4 µM]	6%	191%	2%	0%	16%	-15	-3%	-7%	7%	2%
O=C(CC(C(=O)O)c1c(F)cccc1Cl)c1ccc(Cl)cc1 (centres undefined)	-21%	6%	1%	2%	10%	0%	4	-1%	-3%	-2%	-23%
O=C1NC[C@@H](c2ccccc2)OC(=O)[C@H](Cc2ccc(F)cc2)C/C=C\C[C@H]1CC(=O)N(CCO)Cc1ccccc1	6%	3%	0%	-2%	x	-32%	-17	-2%	x	21µM*	4%
CCC1(c2ccccc2)NC(=O)N(CC(=O)NCc2ccc(OC)cc2)C1=O (centres undefined)	-2%	2%	-5%	-2%	-2%	23%	15	3%	-2%	-1%	2%
Cc1cc(SCC(=O)c2cccc([N+](=O)[O-])c2)nc(=O)[nH]1	0%	4%	-10%	-2%	-1%	-14%	6	-3%	-9%	u	11%
CCN(CC)S(=O)(=O)c1ccc(-c2nnc(SCC(N)=O)n2CC)cc1	13%	11%	8%	-12%	-1%	-31%	7	6%	1%	7%	-11%
O=C(Nc1ccc(S(=O)(=O)Nc2ncccn2)cc1)c1cnc(Cl)c(Cl)c1	-3%	1%	0%	-1%	2%	14%	7	x	-3%	4%	11%
NC(=O)[C@H]1CC2(CC(c3cccc(NC(=O)COc4ccc(Cl)cc4)c3)=NO2)CN1C(=O)C(c1ccccc1)c1ccccc1 (some centres undefined)	-1%	u	-9%	-19%	-6%	-48%[inhibitor]	-7	12%	-3%	u	-2%
CC(C)c1ccc(SCc2noc(C(=O)NCC3CCCO3)c2C(=O)O)cc1 (centres undefined)	26%	30%	5%	14%	8%	9%	27	-4%	1%	8%	-4%
CN(C)S(=O)(=O)Oc1ccccc1C(=O)Nc1ccc(F)cc1	14%	-2%	2%	1%	-1%	7%	0	0%	1%	13%	-1%
O=C(O)CCC(=O)Nc1ccc(F)cc1	-8%	-20%	0%	-3%	0%	2%	-2	-11%	-4%	4%	-7%
CCOc1ccc(C(=O)NCCC(=O)NCCCC(=O)O)cc1	22%	10%	7%	1%	-1%	40%	-3	-3%	0%	6%	-2%
